Compound activity deposited in PubChem by several laboratories.
LYP phosphatase – inhibitors of LYP phosphatase, biochemical, fluorescence intensity, uHTS (AID 1779); recombinant LYP phosphatase, fluorescence intensity; higher % means a stronger effect; Tyrosine-protein phosphatase non-receptor type 22 (Homo sapiens); one-dose inhibition, % at 11.5 µM; IC50 in µM for titrated hits; hit rate 0.054% among 290,000;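 also: plate controls were vehicle with enzyme for no effect and no enzyme for full effect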
XIAP antagonists – XIAP antagonists, biochemical, IAP family, fluorescence polarization (AID 1018); E3 ubiquitin-protein ligase XIAP (Homo sapiens); XIAP BIR domain, fluorescence polarization peptide displacement; higher % means a stronger effect; displacement, % at 20 µM, or IC50 in µM where a hit was titrated; hit rate 0.007% among 200,000; in the data active = displacement above about 50%; also: a part of the inactive calls stands beside numbers as strong as those of hits
human PMI inhibitors – human PMI inhibitors, high substrate, primary screen, biochemical, fluorescence intensity, high mannose 6-phosphate (AID 1220); Mannose-6-phosphate isomerase (Homo sapiens); recombinant PMI enzyme, coupled fluorescence intensity; higher % means a stronger effect; inhibition, % at 20 µM; hits with a dose series show IC50 in µM; hit rate 0.66% among 190,000
P. falciparum M1AAP – P. falciparum M1AAP inhibitors, biochemical, fluorogenic H-Leu-NHMec substrate, 1536-well (AID 1445); recombinant M1AAP, H-Leu-NHMec fluorogenic kinetic assay; higher % means a stronger effect; inhibition, % at 30 µM, or IC50 in µM where a hit was titrated; hit rate 0.42% among 220,000; Aminopeptidase N (Plasmodium falciparum (isolate 3D7));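 active = primary inhibition above the hit cutoff, then over 50% inhibition at one or more dose response concentrations, cut at about 23% in these data, passing the limit was not always enough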;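 also: plate controls were DMSO full reaction for no effect and no enzyme background for full effect; strong numbers were not always called active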
Yfh1-depleted yeast – enhancers of respiration in Yfh1-depleted yeast, dose response, Friedreich's ataxia, plus single-dose screen (AID 1465); S. cerevisiae Yfh1-off respiration, WST-1 reduction, 72 h; higher fold induction means a stronger effect; hit rate 0.074% among 220,000; one-dose fold induction at 50 µM; EC50 in µM for titrated hits;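 active = fold induction of absorbance versus untreated yeast above a set limit, then at least 30% activation at any dose in follow-up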;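 also: activators that raise dye reduction in frataxin-depleted yeast; strong numbers were not always called active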
PMI inhibitors – inhibitors of human PMI, primary screen, biochemical, fluorescence intensity, coupled assay (AID 1209); purified PMI enzyme, coupled fluorescence intensity; higher % means a stronger effect; one-dose inhibition, % at 20 µM; IC50 in µM for titrated hits; hit rate 0.42% among 190,000;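 also: plate controls were DMSO vehicle for no effect and wells lacking substrate for full effect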
P. falciparum M17LAP – P. falciparum M17LAP inhibitors, primary screen, biochemical, fluorogenic H-Leu-NHMec substrate, 1536-well (AID 1619) | recombinant M17LAP, H-Leu-NHMec fluorogenic kinetic assay; higher % means a stronger effect | one-dose inhibition, % at 30 µM; IC50 in µM for titrated hits | hit rate 0.38% among 220,000;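 active = compound inhibiting the enzyme by more than half at any dose during confirmatory dose-response retesting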;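 also: plate controls were full reaction with DMSO carrier for no effect and no enzyme background for full effect; strong numbers were not always called active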
TNAP activation fold – human TNAP enzyme activators, primary screen, biochemical, luminescent, no phosphate acceptor, uHTS (AID 1001). activation fold at 20 µM, or EC50 in µM where a hit was titrated. hit rate 0.03% among 200,000. purified TNAP, luminescent activation assay, no phosphate acceptor; higher activation fold means a stronger effect. Alkaline phosphatase, tissue-nonspecific isozyme (Homo sapiens); in the data active = activation fold from about 3, or a potency from the dose series; inactive = the rest, 99 in 100 with activation fold below about 1.6; also: many of its hits are not listed in these tables
WT yeast gro inh – growth inhibition of WT strain, primary screen, mitochondrial fusion inhibitor project, WT and mutant strains, chemical genetic. inhibition, % at 10 µM. mitochondrial fusion phenotypic screen. hit rate 2.1% among 190,000; in the data active = inhibition above about 58%; tested in S. cerevisiae
WT yeast gro inh mutant strain – further read-out of WT yeast gro inh, marked with its call; inhibition, %; mitochondrial fusion phenotypic screen, mutant strain inhibition
* = called active by the depositor; i = inactive; · = no result given. Rule as the data show it, unless noted: active = inhibition above about 50%; inactive = the rest.

SMILES	LYP phosphatase	XIAP antagonists	human PMI inhibitors	P. falciparum M1AAP	Yfh1-depleted yeast	PMI inhibitors	P. falciparum M17LAP	TNAP activation fold	WT yeast gro inh	WT yeast gro inh mutant strain
Cc1ccc(CNS(=O)(=O)c2ccc(C(C)(C)C)cc2)n1C	-5.6%	-3.7%	-40.5%	4.5%	i	-13.5%	4.2%	1	-11.2	-9.4
CCn1c(Cc2ccccc2)nnc1SCC(=O)Nc1nc2ccccc2s1	-5.4%	-7.2%	-4.0%	1.2%	i	3.0%	0.1%	1.1	-4.8	3.7
O=C(NCc1ccco1)c1cnccn1	-2.1%	-3.2%	-35.6%	1.4%	i	-36.9%	-8.5%	1	10.0	-6.2
COc1ccc([N+](=O)[O-])cc1C(=O)Nc1ccc(Cc2ccncc2)cc1	-7.0%	-12.1%	9.2%	0.9%	i	12.8%	8.7%	1	-8.2	3.6
N#Cc1ccccc1OCC(=O)NC(N)=O	-8.4%	-3.9%	2.1%	1.3%	·	4.1%	3.8%	1	-16.6	-19.4
Cc1noc(C)c1S(=O)(=O)Nc1ccc(C(=O)N2CCC(C)CC2)cc1	-5.7%	-5.3%	-26.8%	-2.7%	i	-36.4%	-9.6%	1	5.9	3.3
COc1ccc(NC(=S)N2CCN(c3ccccn3)CC2)cc1	0.1%	-3.2%	1.1%	5.2%	i	12.2%	6.5%	1.1	-15.6	9.0
CC1CCCC(C)N1C(=O)c1cc2ncc(CCCl)cn2n1 (stereo not given)	-3.1%	-4.4%	-18.2%	3.6%	i	-16.1%	1.4%	1	-10.3	-10.4
CN(Cc1cccnc1)Cc1cn[nH]c1-c1ccc(-c2ccccc2)cc1	-5.5%	·	·	7.5%	i	·	-0.5%	·	·	·
CC(C)CC(=O)Nc1nnc(-c2ccco2)s1	-1.5%	-0.6%	0.4%	-4.5%	i	1.0%	7.9%	1.1	-7.2	-3.5
CC(=O)c1cccc(NC(=O)CCC2CCCC2)c1	-6.8%	-4.4%	11.3%	0.9%	i	13.5%	6.1%	1.1	3.8	-8.5
CCN(c1cccc(C)c1)S(=O)(=O)c1cccc2nsnc12	-2.1%	27.4%	9.8%	11.5%	·	16.3%	1.4%	1.1	6.0	0.6
CCn1cc(C(=O)OCC(=O)N(C)C2CCS(=O)(=O)C2)c(=O)c2ccc(C)nc21 (stereo not given)	-5.7%	-14.9%	3.7%	-3.5%	i	-2.6%	1.0%	1.2	-0.9	-9.9
Cc1ccc(CC(=O)NCc2ccc3c(c2)OCO3)cc1	-7.4%	-4.7%	-8.2%	-2.8%	i	-4.9%	-4.8%	1	-5.7	9.7
O=C(/C=C/c1cccc(O)c1)c1ccc(N2CCOCC2)cc1	0.9%	·	·	7.4%	i	·	5.6%	·	·	·
CCOc1ccc(C(=O)N2CCCC2)cc1OC	-9.6%	-3.4%	10.6%	-1.4%	i	12.6%	8.3%	1.1	-8.7	7.4
Cc1ccc(C)c(OCC(=O)Nc2cccc(C(=O)O)c2)c1C	-3.7%	-0.7%	6.4%	-1.0%	i	7.9%	39.7%	1.1	18.3	21.2
CC(C)(C)NC(=O)C(=O)NNC(=O)c1cccc([N+](=O)[O-])c1	-5.5%	-2.5%	-8.0%	1.7%	i	-5.0%	12.3%	1.3	-7.9	4.5
COC(=O)c1cc(-c2ccc(S(=O)(=O)N3CCCC3)cc2)c(C(F)(F)F)s1	-1.0%	·	·	9.7%	i	·	-0.1%	·	·	·
Cc1cc(C)n(CCc2nc(-c3ccc(F)cc3)cs2)n1	-0.9%	-3.4%	5.2%	-2.6%	i	2.7%	14.5%	1.1	7.2	8.0
COc1ccc(C2=CSC3=C(C(=O)c4cccc(S(=O)(=O)N(C)C)c4)CCN23)cc1	3.6%	6.5%	-5.5%	6.7%	i	-6.6%	15.6%	1	-1.1	-6.8
Cc1cc(OCC(=O)Nc2ccc3c(c2)OCCO3)cc(C)c1Cl	-7.6%	-18.8%	3.7%	-0.4%	i	8.1%	5.1%	1.1	13.3	4.3
Cc1ccc(S(=O)(=O)NC(CC(C)C)C(=O)N2CCC(C)CC2)cc1 (stereo not given)	1.7%	-5.5%	-10.3%	0.6%	i	-7.6%	14.9%	1.1	4.7	-11.1
COc1ccc(N2CCN(Cc3nc(-c4ccccc4)no3)CC2)cc1	1.7%	-1.8%	·	-0.6%	i	·	10.8%	1.1	7.6	-4.4
CC(C)CCNC(=O)C1C2C=CC3(CN(Cc4ccccc4Cl)C(=O)C13)O2 (stereo not given)	1.8%	1.8%	11.3%	-1.8%	i	10.1%	28.0%	1.2	0.1	0.6
CC(=O)OC1CC(n2ccc(NC(=O)c3ccccc3)nc2=O)OC1CO (stereo not given)	-1.4%	0.5%	-5.8%	-3.9%	i	0.8%	9.8%	1.2	-10.3	13.1
CC[C@H](C)C(C(=O)N1CCN(C(=O)OC(C)(C)C)CC1)n1cc(C(CO)NC(=O)OC(C)(C)C)nn1 (stereo not given in full)	-3.9%	2.5%	-2.4%	4.1%	i	-1.9%	-0.1%	1.1	-0.6	-1.3
CCC(=NCc1ccccc1)c1c(C(F)(F)F)[nH]n(-c2nc3ccccc3s2)c1=O	0.9%	2.0%	-11.9%	1.7%	i	-4.2%	2.9%	1.2	22.6	21.8
COc1ccc(-c2cc(-c3cccnc3)c(C#N)c(N)n2)cc1	-19.5%	·	·	11.1%	i	·	-6.0%	·	·	·
CC(O)C(=O)NCCOCCOCCNC(=O)C(C)O (stereo not given)	-6.7%	-7.2%	-1.9%	-3.2%	i	3.1%	3.6%	1.1	31.1	32.1

Copied from the list.
CCOc1ccc(C(=O)N2CCCC2)cc1OC @ WT yeast gro inh mutant strain: 7.4
CCn1cc(C(=O)OCC(=O)N(C)C2CCS(=O)(=O)C2)c(=O)c2ccc(C)nc21 (stereo not given) @ LYP phosphatase: -5.7%

More structures:
SMILES	LYP phosphatase	XIAP antagonists	human PMI inhibitors	P. falciparum M1AAP	Yfh1-depleted yeast	PMI inhibitors	P. falciparum M17LAP	TNAP activation fold	WT yeast gro inh	WT yeast gro inh mutant strain
Cc1cnc(C(=O)Nc2ccc(-n3cnnn3)cc2)cn1	0.3%	-2.9%	10.9%	7.3%	i	6.0%	16.9%	1.1	-1.3	-5.4
O=C(Cc1ccccc1)NNC(=O)c1cnccn1	-1.4%	-1.6%	17.6%	-19.4%	i	31.2%	6.4%	1.4	2.6	-7.2
CCOCc1c(C(=O)NC2CCCCCC2)oc2ccccc12	0.0%	-9.4%	0.4%	2.1%	i	-5.1%	-3.4%	1.1	6.2	19.9
COc1ccccc1N(C)S(=O)(=O)c1ccc(C(=O)NC(C)c2ccccc2)cc1 (stereo not given)	-0.9%	·	·	-2.3%	i	·	1.2%	·	·	·
Cc1csc(SCC(=O)c2c(N)n(C)c(=O)n(C)c2=O)n1	4.2%	-5.8%	-5.3%	4.0%	·	-5.4%	2.5%	1.1	-8.4	10.9
Cc1cc(-c2csc(NC(=O)c3cc4ccccc4o3)n2)c(C)n1C	2.8%	-2.1%	5.2%	-5.7%	i	-14.2%	6.5%	1.1	8.1	-5.3
O=c1cc(CO)oc(C(Nc2cccc(C(F)(F)F)c2)c2ccccn2)c1O (stereo not given)	-2.2%	-0.3%	43.6%	3.3%	i	2.1%	1.1%	1.2	15.9	14.7
O=[N+]([O-])c1ccc(-c2n(-c3ccccn3)c3ccccc3[n+]2-c2ccccn2)cc1	-6.2%	·	·	7.0%	i	·	2.2%	·	·	·
COC(CN1C(=O)C(=O)/C(=C(/O)c2ccccc2)C1c1ccccn1)OC (stereo not given)	-1.9%	-2.1%	-0.5%	·	i	-1.4%	·	1.1	-13.4	-12.8
COc1ccccc1N1CCN(c2nc3c(C)cccn3c(=O)c2C=O)CC1	-6.5%	-1.2%	2.9%	9.6%	i	3.7%	13.2%	1.1	·	·
O=C(CN1CCN(S(=O)(=O)c2ccc(Br)cc2)CC1)N/N=C/c1ccc(Cl)c([N+](=O)[O-])c1	3.4%	-17.7%	13.7%	-3.2%	·	20.5%	-7.9%	1.2	30.1	-1.5
CCn1cc(/C=C/C(=O)NCc2c(C)nn(C)c2C)cn1	-6.8%	0.8%	11.1%	10.8%	i	2.9%	-5.7%	1.1	-13.5	6.0
COc1ccc(CNc2ccc(Br)cc2)cc1	4.8%	-3.1%	9.4%	0.1%	i	14.7%	-15.0%	1.1	35.4	40.9
CCCN=C1CC(C)(C)CC(=O)/C1=C(/O)CCC	-5.9%	-1.9%	10.9%	·	i	8.6%	·	1	-10.3	5.0
COc1ccc(/C=N/Nc2ncnc3sc(C)c(C)c23)cc1	3.9%	-3.4%	-10.6%	8.0%	i	-5.7%	8.4%	1.2	8.0	-14.2

2 of the compounds above, with values under each structure:
Below each compound – LYP phosphatase | XIAP antagonists | human PMI inhibitors | P. falciparum M1AAP | Yfh1-depleted yeast | PMI inhibitors | P. falciparum M17LAP | TNAP activation fold | WT yeast gro inh | WT yeast gro inh mutant strain
O=C(Cc1ccccc1)NNC(=O)c1cnccn1
    -1.4% | -1.6% | 17.6% | -19.4% | i | 31.2% | 6.4% | 1.4 | 2.6 | -7.2
COC(CN1C(=O)C(=O)/C(=C(/O)c2ccccc2)C1c1ccccn1)OC (stereo not given)
    -1.9% | -2.1% | -0.5% | · | i | -1.4% | · | 1.1 | -13.4 | -12.8

The list goes on.
SMILES	LYP phosphatase	XIAP antagonists	human PMI inhibitors	P. falciparum M1AAP	Yfh1-depleted yeast	PMI inhibitors	P. falciparum M17LAP	TNAP activation fold	WT yeast gro inh	WT yeast gro inh mutant strain
Cc1ccc(-c2noc(C3CCCN(C(=O)c4ccccc4)C3)n2)o1 (stereo not given)	-6.8%	-2.9%	0.0%	7.3%	i	5.5%	-2.5%	1.1	-16.0	-9.8
CC12CCC(C(=O)N(CC(=O)O)C1=O)C2(C)C (stereo not given)	-7.4%	-1.8%	-10.1%	9.6%	i	-3.4%	3.4%	1.1	-14.4	-10.1
COCCC(=O)Nc1ccc2c(c1)CN(C(=O)CSC)CC2	-10.1%	·	·	-3.9%	i	·	-7.2%	·	·	·
NC(=S)N=Nc1c(O)n(Cc2ccc(Br)cc2)c2ccccc12	-1.2%	-10.1%	10.1%	12.9%	i	4.2%	-0.2%	0.7	-9.3	-7.7
CC1(C(=O)O)CCC(C(N)=O)C1(C)C (stereo not given)	-4.8%	·	·	2.4%	i	·	13.3%	·	·	·
COC(=O)NC1(C(=O)O)CCCC1	-2.4%	·	·	-0.6%	i	·	1.4%	·	·	·
O=C(c1ccc2c(c1)OCO2)N1CCN(c2ncccn2)CC1	-5.1%	42.4%	7.0%	3.4%	i	-4.2%	25.2%	1.2	-0.9	-13.8
COc1ccc(CSCCNC(=S)Nc2ccccc2)cc1Cl	-0.8%	-6.3%	6.4%	3.6%	i	7.8%	-2.3%	1.2	77.0*	45.6*
Cc1csc2ncc(C(=O)Nc3ccccc3Cl)c(=O)n12	-9.6%	-3.3%	-2.8%	5.5%	i	8.0%	1.8%	1.1	0.5	2.1
CCn1c(SCC(=O)N/N=C/c2ccccc2OCC(=O)O)nnc1-c1ccccc1	-3.0%	·	·	2.0%	i	·	2.5%	·	·	·
